# NR5A2 inv ag – NR5A2 inverse agonism in reporter assay; O00482; HEK293T StAR-luciferase reporter, LRH-1 transfected, 24 h; inhibition, % at 3.6 µM; actives 0.13% (n = 360,000); AID 602396;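 active = inhibition above the mean inhibition of all tested compounds plus 3 SD, cut at about 73% in these data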;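 also: 0% = DMSO wells and 100% = reporter-only cells lacking LRH-1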
# TWEAK-Fn14 inh – TWEAK-Fn14 signaling inhibition; TWEAK-stimulated Fn14 reporter cells, luciferase luminescence, 8 h; inhibition, % at 10 µM; actives 2% (n = 360,000); AID 1159606; in the data active = inhibition above about 50%
# SRC3 inh – inhibitors of human steroid receptor coactivator 3 (SRC3) | Q9Y6Q9 | HEK293 GAL4-SRC3 luciferase reporter, luminescence | inhibition, % at 3.6 µM | actives 0.17% (n = 360,000) | AID 588352;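 active = inhibition above a per-campaign cutoff, the mean of all compounds plus 3 SD, cut at about 60% in these data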;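 also: 0% = DMSO-treated cells and 100% = gossypol-treated cells at 36 µM; higher means less SRC3-driven luciferase light from the GAL4 reporter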
# Target sequence (Q9Y6Q9 whole entry, looked up, the tested form may be a part): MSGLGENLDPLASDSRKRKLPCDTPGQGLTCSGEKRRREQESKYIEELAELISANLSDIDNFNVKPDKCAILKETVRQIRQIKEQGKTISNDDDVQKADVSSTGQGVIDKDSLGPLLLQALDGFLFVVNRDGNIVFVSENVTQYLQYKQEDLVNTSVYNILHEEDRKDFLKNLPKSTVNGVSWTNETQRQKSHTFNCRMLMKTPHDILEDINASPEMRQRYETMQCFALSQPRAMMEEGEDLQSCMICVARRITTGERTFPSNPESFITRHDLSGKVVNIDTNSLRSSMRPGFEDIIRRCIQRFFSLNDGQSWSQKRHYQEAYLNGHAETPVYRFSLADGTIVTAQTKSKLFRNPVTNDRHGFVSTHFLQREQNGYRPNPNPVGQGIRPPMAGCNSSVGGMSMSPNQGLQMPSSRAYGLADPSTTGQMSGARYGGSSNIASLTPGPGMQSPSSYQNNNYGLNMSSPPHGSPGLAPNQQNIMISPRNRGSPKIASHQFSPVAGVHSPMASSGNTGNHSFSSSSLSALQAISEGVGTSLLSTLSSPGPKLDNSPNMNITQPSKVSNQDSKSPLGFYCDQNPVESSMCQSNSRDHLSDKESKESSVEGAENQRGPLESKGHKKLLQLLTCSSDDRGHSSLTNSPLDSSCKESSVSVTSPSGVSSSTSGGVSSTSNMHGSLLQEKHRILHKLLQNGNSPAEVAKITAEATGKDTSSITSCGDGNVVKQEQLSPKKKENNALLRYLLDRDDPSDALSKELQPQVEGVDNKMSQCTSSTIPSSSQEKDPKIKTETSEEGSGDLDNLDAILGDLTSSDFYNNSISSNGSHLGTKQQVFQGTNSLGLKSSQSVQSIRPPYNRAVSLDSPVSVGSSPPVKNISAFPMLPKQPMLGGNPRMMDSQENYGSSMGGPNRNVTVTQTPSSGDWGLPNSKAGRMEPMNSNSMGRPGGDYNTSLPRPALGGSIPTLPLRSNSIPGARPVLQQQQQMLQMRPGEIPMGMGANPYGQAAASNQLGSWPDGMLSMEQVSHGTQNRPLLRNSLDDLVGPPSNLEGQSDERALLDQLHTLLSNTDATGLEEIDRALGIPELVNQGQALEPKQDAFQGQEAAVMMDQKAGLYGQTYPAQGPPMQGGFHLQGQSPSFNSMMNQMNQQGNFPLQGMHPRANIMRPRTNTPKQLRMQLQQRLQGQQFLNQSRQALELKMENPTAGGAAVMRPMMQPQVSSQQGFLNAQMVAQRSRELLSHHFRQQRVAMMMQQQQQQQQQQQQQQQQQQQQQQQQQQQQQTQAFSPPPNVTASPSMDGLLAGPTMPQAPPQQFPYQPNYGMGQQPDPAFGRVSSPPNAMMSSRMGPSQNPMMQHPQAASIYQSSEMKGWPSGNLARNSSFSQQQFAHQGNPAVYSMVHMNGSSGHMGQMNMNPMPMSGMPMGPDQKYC
# ABHD5-PLIN5 inh – blocks binding of human ABHD5 to perilipin-5 | Split G. princeps luciferase complementation, luminescence, 4 h | inhibition, % at 4 µM | actives 0.78% (n = 360,000) | AID 602281;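 active = inhibition above the mean inhibition across every tested compound plus 3 SD, cut at about 22% in these data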;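 also: 0% = DMSO only wells and the 100% control is not disclosed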
# SRC1 inh – inhibitors of human steroid receptor coactivator 1 (SRC1); Q15788; HEK293 GAL4-SRC1 luciferase reporter, luminescence; inhibition, % at 3.6 µM; actives 0.12% (n = 360,000); AID 588354;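 active = inhibition above the campaign mean plus 3 SD, with each screening campaign given its own cutoff, cut at about 60% in these data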;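 also: 0% = DMSO treated cells and 100% = gossypol at 36 µM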
# NOD2-RIPK2 inh – NOD2-RIPK2 protein interaction inhibition | CHO BLA complementation NOD2-RIPK2, CCF4 ratio | O43353 | actives 0.38% (n = 360,000) | inhibition, % at 4.98 µM; in the data active = inhibition above about 21%;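 also: 0% = vehicle only and 100% = reference blocker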
# TROY signal inh – TROY signaling inhibition | Q293 LMP1-TROYcd NF-kB luciferase reporter, 4 h | inhibition, % at 10 µM | actives 0.98% (n = 360,000) | AID 1347056;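 active = compounds whose plate-normalised and pattern-corrected inhibition of the luciferase reporter signal at the single screening dose is 50% or more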
# TLR9-MyD88 inh – inhibitors of human TLR9-MyD88 binding; inhibition, % at 4.98 µM; Q9NR96+Q99836; CHO BLA complementation TLR9-MyD88, CCF4 FRET ratio; AID 504734; actives 0.21% (n = 340,000);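 active = inhibition above the mean over all tested compounds plus 3 SD, cut at about 21% in these data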;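 also: 0% = DMSO only wells and 100% = clavulanate BLA inhibitor control wells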
# COUP-TFII inh – NR2F2 (human) inhibition, primary screen; AID 686940; P24468; actives 0.7% (n = 370,000); inhibition, % at 8.6 µM; HEK293T NGFI-A luciferase reporter, luminescence;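 active = inhibition above a per-plate cutoff, mean inhibition of test wells between control levels plus 3 SD, cut at about 38% in these data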;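 also: cells cotransfected with COUP-TFII expression vector driving the NGFI-A reporter; 0% = median of COUP-TF2 test wells and 100% = reporter-only cells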
# Granule exo inh – lytic granule exocytosis inhibition; inhibition, % at 10 µM; TALL-104 LAMP-1 surface exposure, flow cytometry; cells stimulated with thapsigargin and PMA; actives 0.66% (n = 360,000);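 active = inhibition above about 55%, limit read from the data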
# NCOA2 inhibitor – human SRC2 (NCOA2) inhibition | Q15596 | HEK293 GAL4-SRC2 luciferase reporter, luminescence | inhibition, % at 9 µM | actives 0.17% (n = 370,000) | AID 651957;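 active = inhibition above the mean inhibition of all tested compounds plus 3 SD, set per campaign, cut at about 52% in these data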;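 also: 0% = DMSO treated cells and 100% = cells given Gossypol at 36 µM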
# Active calls of the source: *; nt = not tested or not shown. Only part of the results is shown; the hit share may differ from the screen's.
SMILES,NR5A2 inv ag,TWEAK-Fn14 inh,SRC3 inh,ABHD5-PLIN5 inh,SRC1 inh,NOD2-RIPK2 inh,TROY signal inh,TLR9-MyD88 inh,COUP-TFII inh,Granule exo inh,NCOA2 inhibitor
c1ccc2c(c1)CCCC2NC1=NCCC1 (stereo unspecified),-12,-9,7,-1,5,6,1,-3,1,1,18
C=C(C)Cn1c(-c2ccc(OC)cc2)nc2ccccc21,-13,9,-13,2,-52,-8,-7,-8,-2,-2,-18
CN(C)S(=O)(=O)c1ccc(C(=O)OCC(=O)Nc2ccc(OC(F)F)cc2)cc1,-14,7,9,-2,-6,-4,1,-8,5,-3,-19
COc1cc(OC)c(/C=N/NC(=O)Cn2nc([N+](=O)[O-])cc2C)c(OC)c1,10,-7,18,2,3,-9,10,-6,7,-6,4
COc1cccc(-c2ncc3ccccc3c2COC(=O)c2ccc(Br)cc2)c1,-8,-28,2,-3,-14,5,-32,-7,-10,-3,-8
CCOC(=O)/C(=C\c1cccc(O)c1)c1nc2sc(C)c(C)c2c(=O)[nH]1,5,101*,29,53*,19,13,37,5,13,14,14
COc1cccc(NC(=S)NCc2ccccn2)c1,-62,-9,-21,-4,-34,11,-42,4,8,-3,-27
CSc1ncccc1C(=O)OCC(=O)c1ccc2c(c1)NC(=O)CO2,6,-17,-8,0,-16,-1,-1,-8,-8,0,-16
Cn1c(OCc2cccnc2)nc2c1c(=O)n(Cc1ccc(F)cc1)c(=O)n2C,-5,6,-1,-1,14,3,17,-8,-9,-10,-5
Cc1csc(NC(=O)CSc2nc3nc(C)cc(C)n3n2)n1,24,14,8,3,1,-2,-17,-1,-4,-7,-1
COc1ccc(NC(=O)Cn2nnc(C(=O)NCc3ccc(C)cc3)c2N)cc1Cl,3,-3,3,-1,-16,21,-5,15,4,0,5
COc1ccc(C2c3c(-c4cc(Cl)c(C)cc4O)n[nH]c3C(=O)N2Cc2cccnc2)cc1OC (stereo unspecified),3,16,-8,1,-4,-4,1,-11,-1,9,7
Cc1cc(C)cc(NC(=S)/C(=C(\[O-])c2ccc(Cl)cc2Cl)[n+]2ccc(C(C)(C)C)cc2)c1,3,-28,2,2,-4,-3,11,5,1,5,-12
CCN(CC(=O)NCc1ccc(Cl)cc1)C(=O)c1c(C)noc1C,15,4,-6,13,-15,-10,-14,1,6,-2,-2
Nc1ccccc1C#CCCCCO,-10,-14,-25,2,-17,-3,-18,3,-11,1,-18
CC(C)(C)OC(=O)NCCc1nnc(SCC(=O)Nc2ccc(Br)cc2)o1,0,-9,20,3,-3,1,10,0,-4,-3,-30
Cc1ccc(S(=O)(=O)N2CCCC2CNC(=O)C(=O)NCCN2CCOCC2)cc1 (stereo unspecified),-16,-5,-2,-5,-27,0,8,-10,-5,-8,-23
COc1ccccc1-n1c(-c2ccc(Cl)cc2)c[nH]c1=S,2,-6,-5,-9,-3,5,-22,-3,-3,8,6
O=C(CCC(=O)c1cccs1)NNC(=O)c1ccccc1O,-5,-1,-11,-8,3,-8,7,-2,8,43,7
O=C(NCc1ccc2c(c1)OCO2)c1cc(-c2ccccn2)nc2ccccc12,19,-7,10,-2,-5,3,5,-1,-3,-1,5
CCN(CC)CCCNC(=O)C1c2cc(OC)c(OC)cc2C(=O)N(C)C1c1cccnc1 (stereo unspecified),1,4,11,1,3,-3,-2,-4,-12,-5,-16
Cc1ccccc1NC(=O)c1cc([N+](=O)[O-])ccc1NCCN1C(=O)CCC1=O,0,-2,1,-2,-13,-7,13,13,23,6,-9
Cc1cc(NC(=O)COc2ccc3c(C)c(C)c(=O)oc3c2)no1,4,-2,8,2,-6,1,-16,-13,12,22,7
COc1ccc(Nc2cc(C)nc(N3CCOCC3)n2)cc1,-4,-19,8,8,-7,-4,-33,4,-17,-5,-12
CCCn1nnc(NC(=O)/C=C/c2ccco2)n1,-19,3,8,-4,9,-6,-14,-5,-13,-10,-5
Nc1c(N)c2ccccc2oc1=O,-13,-9,-12,-2,-11,-8,-44,-7,3,-4,-27
Cc1ccc(S(=O)(=O)N(CCC(=O)NCc2ccc(S(N)(=O)=O)cc2)c2ccccc2)cc1,19,4,24,-4,-10,-8,-8,8,8,-1,1
O=C(N/N=C/c1cn(-c2ccccc2)nc1-c1ccccc1)c1ccco1,-75,45,-42,-6,-45,-32,8,-7,-40,-2,-35
Cc1ccc(CN2CCN(Cc3ccccn3)CC2CCO)cc1 (stereo unspecified),4,-7,5,3,-4,-5,-2,-10,10,-4,7
Clc1ccc2nc3ccccc3cc2c1,-44,-48,-27,-2,-41,-3,-61,-1,-26,6,-10
O=C(CCNC(=O)c1ccccc1Cl)Nc1nc(-c2ccccc2Cl)cs1,-17,16,-21,-2,-88,7,-4,15,-17,2,-25
Cc1cccc(NC(=O)CN2C(=O)CCSc3ccc(S(=O)(=O)N4CCOCC4)cc32)c1C,-4,-9,7,-3,-23,11,-14,-2,10,-1,7
CCCCCCN1C[C@@H](O)[C@H](n2cc(C3CC3)nn2)C[C@@H]1c1ccc(Cl)cc1,-10,14,-15,-9,-12,-4,3,-6,-19,1,13
COc1ccc(Cl)cc1N(C(C)C(=O)NC1CCCC1)S(C)(=O)=O (stereo unspecified),14,-38,-8,0,3,-3,-9,-2,1,-2,-35
CCN(CC(=O)Nc1cc(Cl)ccc1C)C(=O)CSCc1ccccc1,-9,-9,11,-3,-10,8,-7,-6,26,-2,13
O=C(NCCc1cnccn1)C1CCC(=O)N(Cc2ccc(Cl)cc2)C1 (stereo unspecified),9,9,0,3,3,-3,23,-6,16,1,-10
CC(=O)Nc1ccc(NC(=O)C2C3CCC(C3)C2C(=O)O)cc1 (stereo unspecified),-3,10,-5,-4,0,6,-1,6,-14,14,5
COc1ccc(OC)c(NC(=O)C2CCN(S(=O)(=O)c3ccc4c(c3)OCCO4)CC2)c1,-14,-14,3,0,19,-6,0,-4,-18,-2,-31
CCOCCCNC(=O)CCNS(=O)(=O)c1ccc(C)cc1,-9,-15,0,1,-28,-1,-12,-4,0,-1,-23
O=C(N/N=C/c1c(F)c(F)c(F)c(F)c1F)c1cccc(S(=O)(=O)N2CCOCC2)c1,-9,2,6,3,1,3,6,-7,-1,19,27
CCOc1ccc(CCNS(=O)(=O)c2ccc3c(c2)oc(=O)n3C)cc1OCC,-15,-7,16,0,3,1,-7,2,2,1,9
N#Cc1cccc(NC(=O)C2CCCN(C(=O)c3ccc(Cl)cc3)C2)c1 (stereo unspecified),11,-1,-5,-5,-28,1,11,-6,25,-4,10
CSc1n[nH]c(NCc2ccc(Cl)cc2)n1,-26,-18,-6,1,-13,4,-21,2,-21,7,-7
COc1ccccc1CNC(=O)COC(=O)c1ccc(S(=O)(=O)N2CCCCC2)cc1,4,-2,-5,0,-8,-3,-7,6,-6,0,-20
O=C(O)Cn1c2ccccc2c2ccccc21,-8,10,5,5,-13,5,20,0,9,-1,-7
O=C(COc1ccc2ccc(=O)oc2c1)c1ccccc1,-18,-2,-6,3,-18,-9,-25,1,19,-10,-7
CCOC(=O)N1CCN(Cc2ccc3ccccc3c2)CC1,0,-7,-2,-1,-20,-1,12,-12,14,-1,-8
CCCOC(=O)C(=O)NNc1ccccc1,-13,-14,8,-1,19,2,-13,8,-24,-3,-25
Cc1nn(C)c(C)c1S(=O)(=O)N1CCCC(C(=O)N2CCN(c3ccc(Cl)cc3)CC2)C1 (stereo unspecified),-6,29,15,-1,-10,4,8,0,26,-3,-1
Cc1cc(NC(=O)CSc2cn(CC(=O)N(C(C)C)C(C)C)c3ccccc23)no1,2,-6,12,-8,2,-11,-5,-5,1,-2,-7
Cc1ccc(OC(C)C(=O)OCC(=O)Nc2sccc2C(N)=O)cc1 (stereo unspecified),10,12,18,2,-38,-8,18,-6,0,-13,5
COc1ccc(OC)c(NC(=S)Nc2ccccc2)c1,-6,-19,-17,-5,-10,3,-14,4,-8,-1,-10
CS(=O)(=O)CCC(C(=O)Nc1ccc2c(c1)OCO2)N1Cc2ccccc2C1=O (stereo unspecified),-21,-39,0,-3,-11,-4,-35,5,-24,1,-9
Cc1nn(C(=O)c2ccccc2)c2c1C(=O)CC(C)(C)C2,-5,-10,-3,2,0,1,18,8,4,0,0
CC(=O)Nc1cc(C(=O)NCc2ccco2)ccc1Sc1ccc(F)cc1,6,-5,6,5,-4,0,22,-7,-11,1,-16
CCOC(=O)COc1ccc(S(=O)(=O)Nc2cccc(SC)c2)cc1,-4,0,1,1,-4,-4,4,-1,-3,9,8
Cc1ccccc1-c1cc(=O)c2ccccc2o1,-24,-3,-12,9,8,1,-53,-5,-13,0,-28
CCCn1cnc2c(sc3nc4c(cc32)CSC(C)(C)C4)c1=O,-40,-23,-32,12,-51,-19,-50,8,-36,1,-26
Cc1ccc(-n2ncc3c(=O)n(CC(=O)N4CCN(c5ccccc5)CC4)cnc32)cc1C,-3,-19,10,-5,-3,2,-14,3,-18,-1,3
Cc1cccc(OCC(=O)Nc2ccc3c(c2)nc2n3CCOC2)c1,16,-12,-42,4,-2,-15,-4,-1,-20,-2,-10

# Pulled by compound from the list above:
SMILES,NR5A2 inv ag,TWEAK-Fn14 inh,SRC3 inh,ABHD5-PLIN5 inh,SRC1 inh,NOD2-RIPK2 inh,TROY signal inh,TLR9-MyD88 inh,COUP-TFII inh,Granule exo inh,NCOA2 inhibitor
Cc1ccccc1-c1cc(=O)c2ccccc2o1,-24,-3,-12,9,8,1,-53,-5,-13,0,-28
Cc1ccc(-n2ncc3c(=O)n(CC(=O)N4CCN(c5ccccc5)CC4)cnc32)cc1C,-3,-19,10,-5,-3,2,-14,3,-18,-1,3
Cc1nn(C(=O)c2ccccc2)c2c1C(=O)CC(C)(C)C2,-5,-10,-3,2,0,1,18,8,4,0,0
O=C(COc1ccc2ccc(=O)oc2c1)c1ccccc1,-18,-2,-6,3,-18,-9,-25,1,19,-10,-7

# Next records follow.
SMILES,NR5A2 inv ag,TWEAK-Fn14 inh,SRC3 inh,ABHD5-PLIN5 inh,SRC1 inh,NOD2-RIPK2 inh,TROY signal inh,TLR9-MyD88 inh,COUP-TFII inh,Granule exo inh,NCOA2 inhibitor
Cc1cc(C)n2nc(SC(C)C(=O)N(C)c3ccccc3)nc2n1 (stereo unspecified),-6,5,-4,-4,-9,13,8,-8,-13,4,8
O=C(Nc1ccc2c(c1)OCCO2)C1CCCN(S(=O)(=O)c2cnc[nH]2)C1 (stereo unspecified),-6,-11,-6,-3,5,0,-7,1,7,-6,-23
CC(=O)Nc1cc(C(=O)N2CCc3ccccc3C2)ccc1Sc1ccc(C)cc1,19,-48,15,10,18,8,4,0,9,-7,9
CCOc1ccc(C(=O)N2CCCC2C(=O)O)cc1 (stereo unspecified),20,12,14,-1,1,-5,-16,1,1,2,-12
CC(C)(C)C(=O)NCc1ccc(C(=O)CSc2nnc(-c3ccncc3)n2C2CC2)s1,0,-20,9,7,-2,5,-7,-7,3,0,-10
COC(=O)c1ccc(CNC(=O)CNc2cc(C(F)(F)F)ccc2N2CCOCC2)cc1,11,-20,10,-8,-3,-5,20,-3,10,0,-4
CC(C)N(Cc1nccn1C)C(=O)CCc1nnc(CCCc2ccccc2)o1,-57,-36,-48,0,-80,7,-74,12,-19,-2,-62
CCOC(=O)c1oc2ccccc2c1CN1CCN(C)CC1,0,86*,2,0,6,-5,nt,-3,-9,0,3
